NPYLR7 agonist: activates Aedes aegypti NPYLR7 receptor; activation, % at 10 µM; HEK293T NPYLR7/Galpha15, GCaMP6s calcium fluorescence; 270,000 tested, 0.15% active; in the data active = activation above about 40%;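 also: 0% = vehicle and 100% = reference agonist at the receptor; some compounds past the cut are filed as inactive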
hcGAS lum: human cGAS inhibition. Q8N884. recombinant h-cGAS, ATP depletion, Kinase-Glo luminescence. inhibition, % at 12.5 µM. 290,000 tested, 0.081% active;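 also: 0% = vehicle reaction and 100% = reaction without DNA for no activity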
Target sequence (Q8N884 whole entry, looked up): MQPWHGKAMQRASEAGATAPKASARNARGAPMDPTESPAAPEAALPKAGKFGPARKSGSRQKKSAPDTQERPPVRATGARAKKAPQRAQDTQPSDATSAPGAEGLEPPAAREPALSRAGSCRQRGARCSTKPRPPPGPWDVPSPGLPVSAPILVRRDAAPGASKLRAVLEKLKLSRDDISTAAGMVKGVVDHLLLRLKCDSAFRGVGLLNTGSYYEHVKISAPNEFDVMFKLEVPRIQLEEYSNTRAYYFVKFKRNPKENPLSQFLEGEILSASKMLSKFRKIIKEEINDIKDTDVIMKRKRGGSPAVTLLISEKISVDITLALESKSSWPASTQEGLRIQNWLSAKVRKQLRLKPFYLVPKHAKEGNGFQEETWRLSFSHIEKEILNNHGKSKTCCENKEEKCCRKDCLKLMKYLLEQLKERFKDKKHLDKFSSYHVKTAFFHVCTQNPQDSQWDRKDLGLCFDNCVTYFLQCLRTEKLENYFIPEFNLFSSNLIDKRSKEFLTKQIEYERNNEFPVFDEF
mcGAS lum: blocks mouse cGAS activity; Q8C6L5; recombinant cGAS, Kinase-Glo ATP depletion luminescence; inhibition, % at 12.5 µM; 160,000 tested, 0.15% active; AID 1259399;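 also: 0% = negative control wells and 100% = reference inhibitor with no enzyme activity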
Active calls of the source: *; / = not tested or not shown; & = joins results of further samples. Rule as the data show it, unless noted: active = inhibition above about 40%; inactive = the rest.

#	SMILES	NPYLR7 agonist	hcGAS lum	mcGAS lum
1	COc1cccc(CC2CN(C(=O)COc3ccccc3O)CCO2)c1 (configuration not stated)	-5	-2	-7
2	Cc1cccc(-c2nc3c(NCc4ccccc4)nccc3[nH]2)c1	-6	1	-1
3	CCCN1C(=O)C(=Cc2c(NCc3ccccc3)nc3ccccn3c2=O)SC1=S	8	-1	-1
4	COc1cccc(NC(=O)c2c[nH]c3c(c(C)nn3-c3ccccc3)c2=O)c1	-3	8	-2
5	CC(C)OP(=O)(OC(C)C)C(=NNC(=O)c1ccccc1)NO	-10	-7	/
6	CC(C)c1nc(CN(C)Cc2ccsc2)cs1	2	-4	-7
7	CC(C)c1cc(N2CCOCC2)nc(SCc2cccc(C(=O)N3CCCC3)c2)n1	5	-5	-4
8	CN1C(=O)CC(C(=O)O)SC1=Nc1ccc(F)cc1 (configuration not stated)	-14	-6	-6
9	Cc1cc(-n2cnnc2CCNc2ccccc2)n(C)n1	2	-5	-13
10	COc1ccc(-c2nc3ccccc3o2)cn1	1	-3	/
11	N[C@@H](CC(=O)N1CCn2c(nnc2C(F)(F)F)C1)Cc1cc(F)c(F)cc1F	-20	-6	/
12	CCOC(=O)C1CCCN(C(=O)c2ccc(Nc3c(Oc4ccc(C(C)C)cc4)cnn(C)c3=O)cc2)C1 (configuration not stated)	4	-1	-6
13	COCCNc1nc(NCCNC(C)=O)c2sc(-c3ccccc3)cc2n1	6	-6	/
14	COC(=O)C1=C(C)OC(=O)C1(NC(=O)c1ccc(C(C)(C)C)cc1)C(F)(F)F (configuration not stated)	6	-6	-5
15	COc1ccc(C(=O)Nc2ccc3nn(-c4ccccc4)nc3c2)cc1[N+](=O)[O-]	-6	0	-2
16	O=C(NCCCC(=O)N1CCC(c2ccc(F)cc2)CC1)OCc1ccccc1	15	-4	-7
17	COc1ccc(C2CC(c3c(O)n(C)c(=S)[nH]c3=O)=NN2)cc1 (configuration not stated)	2	11	/
18	O=C(Nc1[nH]ncc1-c1ccc2c(c1)OCO2)C1CC1c1ccco1 (configuration not stated)	2	-9	/
19	CC1(C)CC(N2C(=O)OC(C)(C3CC4C=CC3C4)C2(C)O)CC(C)(C)N1 (configuration not stated)	/	-8	-6
20	CCc1nc2n(n1)C(=O)C(C(c1ccc(Cl)c(Cl)c1)N1CCOCC1)S2 (configuration not stated)	-7	-4	1
21	COc1cccc(C(=O)Nc2cc(-c3nc4cc(C)cc(C)c4o3)ccc2C)c1	7	-6	-4
22	Cc1c(C23CC4CC(CC(C4)C2)C3)cn2ccccc12	-6	-11	-14
23	CCCC(=O)N1CCCC1(C)C(=O)NCCc1ccccn1 (configuration not stated)	3	-14	-9
24	O=C(NC(=S)NC1CCS(=O)(=O)C1)c1ccccc1 (configuration not stated)	2	5	/
25	CC(C)c1noc(C2CCCN2Cc2cc(C(C)(C)C)n[nH]2)n1 (configuration not stated)	2	-7	/
26	O=C(Nc1nccs1)c1cn(Cc2ccccc2)nc1OCc1ccccc1	13	-3	-6
27	COc1ccc(CC(=O)NCC2Cc3cc(F)ccc3O2)cc1 (configuration not stated)	9	-6	/
28	CC(C)Oc1ccc(C(O)=C2C(=O)C(=O)N(CCCN3CCOCC3)C2c2ccco2)cc1 (configuration not stated)	-3	4	-3
29	CC(C)c1ccc(C(=O)N2CCN(C)C(c3ccccc3)C2)c(=O)[nH]1 (configuration not stated)	17	-3	-5
30	Cc1ccc(-n2c(=O)[nH]c3c(C(=O)Nc4ccc(C)cc4C)cn(C)c3c2=O)cc1	9	-1	/

By substructure, the compounds so far containing a halogen (6)
#	SMILES	NPYLR7 agonist	hcGAS lum	mcGAS lum
8	CN1C(=O)CC(C(=O)O)SC1=Nc1ccc(F)cc1 (configuration not stated)	-14	-6	-6
11	N[C@@H](CC(=O)N1CCn2c(nnc2C(F)(F)F)C1)Cc1cc(F)c(F)cc1F	-20	-6	/
14	COC(=O)C1=C(C)OC(=O)C1(NC(=O)c1ccc(C(C)(C)C)cc1)C(F)(F)F (configuration not stated)	6	-6	-5
16	O=C(NCCCC(=O)N1CCC(c2ccc(F)cc2)CC1)OCc1ccccc1	15	-4	-7
20	CCc1nc2n(n1)C(=O)C(C(c1ccc(Cl)c(Cl)c1)N1CCOCC1)S2 (configuration not stated)	-7	-4	1
27	COc1ccc(CC(=O)NCC2Cc3cc(F)ccc3O2)cc1 (configuration not stated)	9	-6	/

(further entries)
#	SMILES	NPYLR7 agonist	hcGAS lum	mcGAS lum
31	CC(C)N(Cc1cccc(OS(=O)(=O)c2cccc(C(F)(F)F)c2)c1)C(=O)c1cc(Cl)cc(Cl)c1	/	-8	-6
32	C=CCNc1nc(N(c2ccccc2)c2ccccc2)nc(-n2ccnc2)n1	-9	-9	/
33	Cc1cn2c3c(=O)n(Cc4ccc(F)cc4)c(=O)n(C)c3nc2n1-c1ccc(F)cc1	-2	-5	-8
34	O=S(=O)(NCc1ccco1)c1ccc(Cl)cc1Cl	1	2	-8
35	Cc1nnc(SCC(=O)c2c(N)n(C3CC3)c(=O)[nH]c2=O)n1C	6	-2	/
36	N#C/C(=C\c1cn(Cc2ccc(Cl)cc2)c2ccccc12)c1nn(CCO)c(N)c1C#N	3	-5	/
37	Oc1cccc(-c2csc(Nc3cccc(F)c3)n2)c1	6	-4	/
38	CC(Nc1ncnc2c1cnn2C)c1ccc(S(C)(=O)=O)cc1 (configuration not stated)	-3	-6	/
39	CCOC(=O)c1ccccc1NC(=O)N1CC[C@H]2CC[C@@H](C1)N2	/	-3	-16
40	N#CCCCSc1nc2ccccc2c(=O)n1CC1CCCO1 (configuration not stated)	7	-2	-3
41	NC(=O)c1cc(-c2ccnc3[nH]ccc23)ccc1Cl	0	4	-10
42	Cn1nnnc1SCC(=O)Nc1cccc(C(F)(F)F)c1	0	-5	-7
43	CCC/C=C/c1ccc2nc[nH]c(=O)c2c1	18	-8	/
44	O=C(c1cccc(F)c1)N(Cc1nccn1Cc1ccc(Cl)c(Cl)c1)CC1CCCO1 (configuration not stated)	1	-3	-2
45	CS(=O)(=O)N1CCN(C(=O)COc2ccc(Cl)cc2Cc2ccccc2)CC1	2	-2	/
46	O=S(=O)(c1ccccc1Br)N1CCCCC1c1ncc[nH]1 (configuration not stated)	-1	-3&-6	-13
47	Clc1ccccc1-c1ccc(CNC2CCCN(c3ncccn3)C2)o1 (configuration not stated)	/	1	0
48	CCOc1ccc(-c2nc(Cn3ccn4nc(-c5ccc(CC)cc5)cc4c3=O)c(C)o2)cc1OC	-4	-4	-8
49	COc1ccc(C2c3cccn3CCCN2Cc2cccc(OC)c2OC)cc1 (configuration not stated)	1	-5	-3
50	Nc1ccnc(-c2ccc(CO)cc2)c1	2	-6	/
51	O=C(Nc1ccc(Cl)c2ncccc12)C1CCCN(C(=O)c2cccs2)C1 (configuration not stated)	-2	-1	-11
52	COc1cccc2c(C)c(C(=O)NCCC(=O)N3CCCCC3)oc12	-23	2	/
53	CCc1c(C#N)nn(-c2ccccc2)c(=O)c1C#N	7	-9	/
54	C/C=C/c1cc(C(=O)Nc2ccc(-c3nccs3)cc2)cc(OC)c1OC	4	-6	/
55	COc1cccc(COC(CN2CCN(C(=O)Nc3cccc(C)c3)CC2)c2ccc(Cl)cc2)c1 (configuration not stated)	/	-9	-6
56	Cc1ccc(S(=O)(=O)CCC(=O)N(C)Cc2c(F)cccc2Cl)cc1	-5	-8	/
57	Cc1ccc2nc(-c3ccccc3F)c(NC(=O)C3CCCCC3)n2c1	-3	-2	-5
58	CCc1cc(CNC(=O)CC2C(=O)NCCN2Cc2c(F)cccc2Cl)on1 (configuration not stated)	2	-1	-4
59	CCC(=O)Nc1ccc(-c2ccc(N3CCCCC3)nn2)cc1	-6	4	2
60	Cc1ccc(-c2csc(-n3nc(C)cc3NC(=O)Cc3cccs3)n2)cc1	-9	-7	-10
61	CC(C)NC(=O)N(Cc1cc(NC(=O)C2CCCC2)ccc1N(C)C)CC1CCCO1 (configuration not stated)	19	-11	-6
62	O=C(Nc1cccnc1)C1=COC2=NC(=O)N(Cc3ccccc3)CCN12	-5	-2	/
63	NCCC(=O)NCCc1cnc[nH]1	-5	-4	/
64	Cc1ncsc1CCOC(=O)CC12CC3CC(CC(C)(C3)C1)C2	17	-5&-8	/
65	COc1ccc(/C=C2N=C(/C=C/c3ccc(C)cc3)OC\2=O)cc1OC(C)=O	-16	-2	-5
66	Cc1cccc(Cn2cccc2CN(Cc2ccccc2)Cc2cc(F)cc(F)c2)c1	2	-2	-5
67	Cc1cc(C)c(CN2CCN(C)CC2)cc1CN(C)CC1COCCO1 (configuration not stated)	/	-6	-5
68	Cc1c(C(=O)OC(C)C)nnn1-c1nonc1N	5	-8	-3
69	COc1cccc(CSc2nnc(C(C)NC(=O)COc3ccc(Cl)cc3)n2-c2ccc(C)cc2)c1 (configuration not stated)	15	-1	-5
70	CCc1cccc2c(C(CC(=O)N(CCN(C)C)Cc3ccccc3)c3cccc([N+](=O)[O-])c3)c[nH]c12 (configuration not stated)	-2	-7	-4
71	COCC(=O)N1CCC(Oc2ccc(C(=O)NCC[C@@H]3C[C@@H]4C=C[C@H]3C4)cc2)CC1	-2	1	/
72	CC(C)C(=O)Nc1cccnc1-c1ccc(C(=O)O)s1	27	-9	/
73	Cn1c(SCC(=O)N2CCCCC2)nc2c(-c3ccccc3)c[nH]c2c1=O	3	-4	-5
74	O=C(NC(=S)Nc1nncs1)C12CC3CC(CC(C3)C1)C2	3	-6	-5
75	Cc1ncc(CN2CCC(CO)(Cc3ccccc3Cl)CC2)s1	24	-11	/
76	CN(C)CCn1c2c(c(SCC(=O)Nc3cc(C(F)(F)F)ccc3Cl)nc1=O)CCC2	-1	-2	-7
77	CC1CN(c2cc(Oc3cccc(F)c3)ncn2)CCN1C(=O)C1CC1 (configuration not stated)	13	-8	-7
78	CCc1nc(CN2CCCC(CCC(=O)NCc3ccc(OC)cc3OC)C2)c(C)[nH]1 (configuration not stated)	3	-8	/
79	CCOc1ccc2nc(N3CCCC(C(=O)NCCc4cnccn4)C3)nc(C)c2c1 (configuration not stated)	4	-4	-9
80	Cc1nc(NCCNC(=O)Nc2cccc(Cl)c2C)cc(-n2cccn2)n1	-7	-3	-5

Later entries.
#	SMILES	NPYLR7 agonist	hcGAS lum	mcGAS lum
81	CC(C(=O)Nc1ccc(F)cc1F)N1CCc2sccc2C1 (configuration not stated)	3	-3	-5
82	CC(=O)N1CCn2c3c(c4cc(C5CCCCC5)ccc42)CCCC31 (configuration not stated)	6	-12	/
83	CC(=O)Nc1ccc(/C=C/C(=O)N(C)CC2CCCCC2)cc1	14	-8	-18
84	CCn1nc(C(=O)Nc2cccc(S(=O)(=O)NC3=NCCC3)c2)c2ccccc2c1=O	13	-1	/
85	Cc1ccccc1NC1CCN(Cc2coc(-c3ccc(F)cc3)n2)CC1	6	6	0
86	COc1ccc(C(=O)N2CC(C(=O)NCCc3ccccc3)CC(c3ccccc3)C2)cc1OC (configuration not stated)	/	-6	-6
87	CC#CCN1C(=O)C(CCC(=O)N2CCc3ccc(C(=O)OC)cc3C2)NC(=O)c2ccccc21 (configuration not stated)	0	0	/
88	Cc1cnc(N2CC(N3CCCCC3)C2)nc1N(C)C	2	-4	/
89	CCOc1ccccc1NC(=O)CC(=O)N(C)C(C)c1nccs1 (configuration not stated)	1	-5	/
90	CC1(C)Cc2c(cnn2-c2ccc(F)cc2)C(NC(=O)c2cc(=O)c3ccccc3o2)C1 (configuration not stated)	9	-9	-10
91	CC(C)(C)c1ccc(OCC(=O)N2CCCC2(C)C(=O)O)cc1 (configuration not stated)	-2	-10	/
92	COC(=O)CCCCCNC(=O)c1cc([N+](=O)[O-])cc([N+](=O)[O-])c1	-4	2	0
93	Cc1nc2ccccn2c(=O)c1NC(=O)CC(C)(C)C	4	-18	/
94	CC(=NNc1nc(C)cc(=O)[nH]1)c1ccc(C2CCCCC2)cc1	2	-6	/
95	O=C(NCCc1ccc2c(c1)OCCO2)C12CC3CC(CC(C3)C1)C2	-2	-17	-9
96	COc1ccc(C)cc1S(=O)(=O)NCCc1csc2nc(-c3cccs3)nn12	0	-1	-4
97	Cn1c(=O)c2c(nc3n2CC(c2ccc(Cl)cc2)=NN3Cc2ccc(F)cc2)n(C)c1=O	-1	6	-3
98	CC(=O)N1CCN(C(=O)CSc2nnnn2-c2cccc(C)c2C)CC1	9	-15	/
99	CCCc1cc(-c2cccnc2OCC)nc(C)n1	-5	-5	/
100	C=C(C)Cn1c(N2CCN(c3ccccc3)CC2)nc2c1c(=O)n(C)c(=O)n2C	-16	4	0
101	Cc1ccccc1C(CC(=O)N(C)Cc1cnn(C)c1)c1ccccc1 (configuration not stated)	4	-8	/
102	CC1CCc2ccccc2N1CC(=O)NC1CCCC1 (configuration not stated)	5	-9	/
103	O=C(NCc1cc(C(F)(F)F)ccc1Cl)c1cncn1-c1cccc(-c2cccc3c2sc2ccccc23)c1	11	-1	-5
104	O=C1CC2(CCN(C(=O)C3CC34c3ccccc3-c3ccccc34)CC2)Oc2ccccc21 (configuration not stated)	-9	-8	/
105	COc1cccc(-c2cc(C(=O)N3CCN(c4ccccc4F)CC3)n(-c3cccc([N+](=O)[O-])c3)n2)c1	-6	-75	1
106	CN1CCCC2(CCN(Cc3cn(CC(=O)O)c4ccccc34)C2)C1=O (configuration not stated)	3	-6	-9
107	COc1cc(OC)cc(-n2c(CCC(=O)N3CCc4ccccc4C3)cc3c2-c2ccccc2CC3)c1	21	-1	-4
108	CCn1nnc2c(Nc3ccc(Br)cc3)ncnc21	4	5	-5
109	Cc1cc(C(C)(C)C)cc(C)c1CC1=NCCN1	-11&2&0	0&-2&-3&2	-4&-3
110	O=C(Cn1nc2c(c1NC(=O)CC1CCCCC1)CSC2)NCC1CCCO1 (configuration not stated)	-5	-5	-5

High-throughput results from PubChem.
